# DYRK1A inh: inhibitors of rat Dyrk1A kinase. 0.43% of 310,000 active. ADP-Glo luminescence, NFATc1 peptide. AID 504441. Q63470. inhibition, % at 12.5 µM; in the data active = inhibition above about 50%;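 note: plate controls were vehicle with enzyme for no effect and no enzyme for full effect; many of its hits are not listed in these tables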
# hERG protect: shields human hERG channel from block by proarrhythmic agents. Q12809. CHO-hERG, FluxOR thallium flux, dofetilide IC70 present. activation (rescue from dofetilide block), less the hit threshold, % at 10 µM. 0.51% of 310,000 active. AID 1511;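 active = activation above the mean of controls blocked by dofetilide plus 5 SD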;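 note: thallium influx through hERG after potassium depolarization seen as dye fluorescence rise; in these data hits start at about 4.7%; inactives centre near -7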
# KCNK3 block: human KCNK3 channel inhibition, primary screen | O14649 | CHO-KCNK3 thallium flux, FluxOR fluorescence; active compounds read low | B-score at 10 µM | 0.84% of 340,000 active;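 active = B-score under library mean minus 4 SD, starting fluorescence ratio at most library mean plus 5 SD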;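 note: more negative B-score means stronger inhibition of thallium flux through KCNK3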
# Target sequence (O14649 whole entry, looked up): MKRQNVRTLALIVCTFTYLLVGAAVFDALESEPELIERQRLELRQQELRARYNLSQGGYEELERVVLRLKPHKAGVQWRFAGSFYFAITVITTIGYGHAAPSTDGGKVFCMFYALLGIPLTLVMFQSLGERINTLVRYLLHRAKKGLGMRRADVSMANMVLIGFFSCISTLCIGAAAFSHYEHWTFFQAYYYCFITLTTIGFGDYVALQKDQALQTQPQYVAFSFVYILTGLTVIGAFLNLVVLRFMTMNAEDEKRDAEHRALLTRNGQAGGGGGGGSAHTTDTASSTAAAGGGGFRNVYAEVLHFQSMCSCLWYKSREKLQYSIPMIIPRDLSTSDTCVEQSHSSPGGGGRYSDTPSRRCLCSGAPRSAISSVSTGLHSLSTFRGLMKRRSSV
# GSK3B inh: human GSK3beta kinase inhibition | activity score (negative = inhibition), % at 10 µM | 0.038% of 300,000 active | P49841 | GST-GSK3beta kinase, ADP-Glo luminescence, 60 min; active compounds read low;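 active = more than half of replicate wells score below -50%, meaning over 50% inhibition versus plate controls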;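 note: 0% = median DMSO wells and -100% = median GW8510 positive control wells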
#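 Test system: GST-fused GSK3beta enzyme, cell-free | Quantity: 1.6 ng GST-GSK3beta enzyme per well | Reagent: 25 µM ATP with peptide substrate | Schedule: 60 min enzyme reaction, room temperature | Signal: Luminescent ADP-Glo measurement of ADP formed | Read-out basis: Score relative to plate controls | Control set: DMSO and 20 µM GW8510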
# PolyA inhibitor: blocks polyadenylation in yeast reporter cells | S. cerevisiae SKY197-pL101 polyadenylation reporter, beta-gal luminescence; efflux-impaired pdr1/pdr3 knockout yeast; score 100 = 6 SD above DMSO | calls only at 12 µM | 0.02% of 300,000 active | AID 1875;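 active = lowest replicate activity score at least 50, where 100 means six control SD above control mean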;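 note: yeast exposed to compound for 9 h at 30 °C; higher score means more reporter readthrough which indicates perturbed polyadenylation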
# KCNQ1 inh: blocks the human KCNQ1 potassium channel; B-score at 10 µM; CHO-K1 KCNQ1, FluxOR thallium flux fluorescence; active compounds read high; 1.3% of 310,000 active;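 active = compounds whose thallium flux B-score, printed positive for inhibition, exceeds three library SD while starting fluorescence stays within three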;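 note: channel opened by potassium depolarization with thallium stimulus after 20 min compound exposure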
# RGS4 act: potentiators or activators of RGS4; 0.92% of 310,000 active; HEK293 M3R/inducible RGS4, carbachol calcium flux Fluo4; active compounds read low; B-score at 10 µM; AID 463111;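 active = B-score of the integrated calcium signal more than 4 SD below the library mean, with starting fluorescence not abnormally high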;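 note: negative B-score means reduced calcium response which marks RGS4 activation or potentiation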
#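 Also added: carbachol at ECmax as muscarinic agonist stimulus; Assay system: HEK293 cells with stable M3R and inducible RGS4; Timing: overnight RGS4 induction, 30 min dye load 37 °C, 20 min compound RT; Measured by: Fluo4-AM (2 µM) calcium-flux fluorescence, kinetic read.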
# KCNQ1 pot: potentiates or activates the human KCNQ1 potassium channel. P51787. CHO-K1 KCNQ1, thallium flux FluxOR fluorescence; active compounds read high. B-score at 10 µM. 0.35% of 310,000 active. AID 2648;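 active = fluorescence ratio B-score, a plate-corrected score, at least three library SD, with initial intensity B-score within 5 SD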
#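 System: CHO-K1 cells stably expressing KCNQ1 / Medium: assay buffer for compound exposure, DMSO matched across wells / Reagent: thallium- and potassium-containing depolarizing buffer / Compound: one concentration, matched DMSO / Incubation: 20 min compound pretreatment at room temperature / Measured by: kinetic FluxOR fluorescence, 10 s baseline plus 110 s post-stimulus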
# GSK3 alpha inh: inhibitors of human GSK-3 alpha kinase; P49840; ADP-Glo luminescence, 60 min; inhibition, % at 10 µM; 0.1% of 320,000 active; AID 2650;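 in the data active = inhibition above about 50%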;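 note: GST-tagged GSK-3 alpha with peptide substrate and 25 µM ATP; 0% = DMSO neutral wells and 100% = GW8510 positive control wells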
# Target sequence (P49840 whole entry, looked up): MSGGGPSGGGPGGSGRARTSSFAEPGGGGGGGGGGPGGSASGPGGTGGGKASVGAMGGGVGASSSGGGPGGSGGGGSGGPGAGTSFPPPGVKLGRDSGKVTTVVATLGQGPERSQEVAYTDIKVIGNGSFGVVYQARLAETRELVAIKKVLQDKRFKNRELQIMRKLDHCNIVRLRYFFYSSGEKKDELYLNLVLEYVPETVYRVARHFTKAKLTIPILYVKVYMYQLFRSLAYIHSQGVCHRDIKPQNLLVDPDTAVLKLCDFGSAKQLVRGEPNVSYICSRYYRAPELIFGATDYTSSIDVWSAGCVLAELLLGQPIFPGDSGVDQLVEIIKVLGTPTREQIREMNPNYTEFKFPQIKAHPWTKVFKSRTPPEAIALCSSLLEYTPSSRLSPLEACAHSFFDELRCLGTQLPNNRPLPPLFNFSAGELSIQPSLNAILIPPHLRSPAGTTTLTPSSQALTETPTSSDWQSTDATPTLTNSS
# KCNK9 block: human KCNK9 channel inhibition. Q9NPC2. HEK293 KCNK9, FluxOR thallium flux fluorescence; active compounds read low. B-score at 10 µM. 1.2% of 310,000 active;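 active = ratio B-score over 3 SD below the library mean, with starting fluorescence within 5 SD of its mean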;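 note: negative B-score means less thallium flux so channel inhibition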
# HDAC3 inh: inhibitors of human histone deacetylase 3. O15379. recombinant HDAC3, fluorogenic peptide/trypsin coupled, fluorescence. inhibition, % at 8.3 µM. 0.15% of 320,000 active; in the data active = inhibition above about 26%, passing the limit was not always enough
# Starred values were filed as active, the others as inactive; i = inactive; nt = not tested or not shown.
SMILES,DYRK1A inh,hERG protect,KCNK3 block,GSK3B inh,PolyA inhibitor,KCNQ1 inh,RGS4 act,KCNQ1 pot,GSK3 alpha inh,KCNK9 block,HDAC3 inh
CCOC(=O)CCC(=O)O[C@H]1[C@H](O[C@@H]2[C@@H](C)[C@H](O[C@H]3C[C@@](C)(OC)[C@@H](O)[C@H](C)O3)[C@@H](C)C(=O)O[C@H](CC)[C@@](C)(O)[C@H](O)[C@@H](C)C(=O)[C@H](C)C[C@@]2(C)O)O[C@H](C)C[C@@H]1N(C)C,-4,-5,i,0,i,i,i,i,5,i,3
CCc1ccc(N(C(=O)Cc2cccs2)C(C(=O)NC2CCCCC2)c2cn(C)nc2C)cc1 (configuration not stated),-3,-13,i,0,i,i,i,i,-2,i,17
CCOC(=O)Nc1cccnc1Sc1ccc(Cl)cc1,1,-7,i,-3,i,i,i,i,-5,i,3
COC(=O)c1sccc1NC(=O)c1c(Cl)cccc1Cl,5,4.7*,i,1,i,i,i,i,-1,i,3
Fc1ccc2c(c1)C(c1ccncc1)=NNC(c1cccnc1)=N2,2,-10,i,0,i,i,i,i,0,i,1
C=CCOc1cccc(C2C(C(=O)c3ccc(C)o3)=C(O)C(=O)N2Cc2ccncc2)c1 (configuration not stated),-2,-8,i,-7,i,i,i,i,-34,i,-6
COc1ccc(C(=O)COC(=O)CCC(=O)c2cccs2)cc1,6,-14,i,3,i,i,i,i,0,i,1
Cc1cc(C(=O)N/N=C2\CC(=O)c3ccccc32)c(C)n1-c1ccc(F)cc1,19,-12,i,3,i,i,i,i,1,i,-4
CCCC(c1nnnn1Cc1cccs1)N1CCN(C)CC1 (configuration not stated),0,-6,i,-2,nt,i,i,i,1,i,10
Cc1cccc(C)c1OCc1nnc(SCC(=O)Nc2nccs2)o1,-3,-7,i,-5,nt,i,i,i,-2,i,-5
CCn1c(SCC(=O)Nc2ccc(N(C)C)cc2)nnc1-c1cccc(C)c1,-4,-8,i,4,i,i,i,i,0,i,-2
O=C(COc1ccc(Br)cc1)NN1C(=O)c2ccccc2C1=O,nt,-6,i,2,i,i,i,i,-4,i,3
Cc1ccc([C@@H]2[C@@H]3C(=O)N(c4ccccc4)C(=O)[C@@H]3[C@]3(C)C(=O)N(Cc4ccc(-c5ccccc5)cc4)CC(=O)N23)o1,0,-9,i,-2,i,i,i,i,1,i,3
COc1ccccc1C(=O)NNC(=O)C1CCCO1 (configuration not stated),1,-5,i,-1,i,i,i,i,-1,i,-4
Fc1cc2[nH]c(=S)[nH]c2cc1Cl,15,-6,i,0,i,i,i,i,-7,i,7
CCn1c(SCC(=O)c2ccccc2)nc2ccccc2c1=O,1,-3,i,3,i,i,i,i,nt,i,0
C#CCOCCOCCOCCNc1nc(N2CCN(C(=O)[C@H]([C@@H](C)CC)n3cc([C@@H](N)CO)nn3)CC2)nc(N2CCN(C(=O)[C@H]([C@@H](C)CC)n3cc([C@@H](N)CO)nn3)CC2)n1,nt,-7,nt,-2,i,i,i,i,nt,i,nt
CNC(=S)NNC(=O)c1sccc1OCc1cccc(C(F)(F)F)c1,4,-8,i,1,i,i,i,i,-3,i,-2
Cc1nnc(SCC(=O)Nc2ccc(O)cc2)c2ccccc12,6,-7,i,0,i,i,i,i,-2,i,1
Cc1cc(C)c(NC(=S)N2CCCC2C(=O)O)c(C)c1 (configuration not stated),-69,0,i,-4,i,i,i,i,5,i,5
COC(=O)[C@@H]1C[C@@]2(O)[C@H](O)[C@H](O)[C@H](O)C[C@H]2N1Cc1cc(F)ccc1F,-6,-8,i,1,i,i,i,i,0,i,1
CCN1CCN(c2oc(/C=C/c3ccccc3)nc2C#N)CC1,nt,-19,i,4,i,i,i,i,-5,i,-132
Cc1cc2c(C)nc3ccccc3c2o1,13,-13,i,0,i,i,i,i,-1,i,-3
COc1ccc(C(C)=O)cc1CSc1nnc(-c2ccccc2O)n1-c1ccccc1,1,-13,i,-1,i,i,i,i,-2,i,-3
Cc1c(C(=O)N2CCN(Cc3ccc4c(c3)OCO4)CC2)sc2ncnc(N3CCN(c4ccccc4F)CC3)c12,nt,-19,i,-1,i,i,i,i,1,i,-10

# The list goes on.
SMILES,DYRK1A inh,hERG protect,KCNK3 block,GSK3B inh,PolyA inhibitor,KCNQ1 inh,RGS4 act,KCNQ1 pot,GSK3 alpha inh,KCNK9 block,HDAC3 inh
CCn1c(=O)n(CC)c2cc(N3CCCC3)c(NC(=O)c3cccc(C)c3)cc21,-1,-15,i,4,i,i,i,i,-9,i,3
O=C(NCc1ccco1)C1CCCN1C(=O)NCc1ccccc1 (configuration not stated),0,-4,i,-1,nt,i,i,i,-2,i,-6
CCOc1ccc(CCNC(=O)CCS(=O)(=O)c2ccc(Br)cc2)cc1OCC,-1,-9,i,-2,i,i,i,i,-3,i,0
COc1ccccc1C1CC(c2ccccc2)Nc2ncnn21 (configuration not stated),-4,-4,i,-2,i,i,i,i,2,i,-4
CC(=O)c1cccc(NC(=O)CN2C(=S)NC(C)(C)CC2C)c1 (configuration not stated),nt,-13,i,0,i,i,i,i,1,i,-1
CCn1cc(C(=O)O)c(=O)c2cc3c(cc21)OCO3,nt,-5,nt,-3,i,i,i,i,0,i,-5
N#Cc1cccc(NC(=O)CNc2cccc(S(=O)(=O)N3CCCCC3)c2)c1,14,-21,i,2,i,i,i,i,3,i,-7
O=S(=O)(Cc1ccccc1)Nc1ccc(Br)cn1,4,-3,i,-2,i,i,i,i,0,i,-2
S=c1nc(-c2csc3c2CCCC3)[nH][nH]1,-1,-6,i,2,i,i,i,i,0,i,17
O=C(Nc1ccc(S(=O)(=O)N2CCc3ccccc32)cc1)C(F)(F)F,3,-12,i,0,i,i,i,i,-1,i,-1
OCCN(CCO)c1nc(-c2ccccc2)nc2c1oc1ccccc12,-3,-3,i,1,i,i,i,i,-1,i,2
CCN(CCCNC(=O)CCCN1C(=O)COc2ccc(C)cc21)c1cccc(C)c1,-2,-18,i,-1,i,i,i,i,-6,i,5
O=C(CC1C(=O)NCCN1Cc1cccc(F)c1)NC1CCCCCC1 (configuration not stated),-5,-6,i,-7,i,i,i,i,-2,i,-4
CCCc1cc(=O)[nH]c(SCC(=O)NCc2ccc3c(c2)OCO3)n1,-6,-5,i,3,i,i,i,i,-4,i,-4
COc1ccccc1OCC(=O)Nc1ccc(N2CCCCC2)cc1,-5,-22,i,-1,i,i,i,i,-1,i,2
Cn1c(C(=O)N2CCCC(C(=O)NCc3cccs3)C2)cc2sccc21 (configuration not stated),-7,6.0*,i,-1,i,i,i,i,-2,i,1
CCC(C(=O)NC1CC1)n1nc(C)c2c(C)n(-c3ccccc3)nc2c1=O (configuration not stated),-1,-9,i,-1,i,i,i,i,-1,i,-2
C=CCN(CC=C)C(=O)c1cccc(S(=O)(=O)N2c3ccccc3CC2C)c1 (configuration not stated),3,-11,i,0,i,i,i,i,0,i,-3
CN(C)/C(=N\S(=O)(=O)c1ccccc1)c1ccc(Cl)cc1,5,-3,i,2,i,i,i,i,-2,i,4
COc1ccccc1N1CCN(C(=O)c2ccc3[nH]c(C)c(C)c3c2)CC1,-5,-8,i,2,i,i,i,i,-4,i,1
Cc1ccc(NC(=O)CN2C(=O)S/C(=C\c3ccccn3)C2=O)cc1,1,-10,i,-1,i,i,i,i,-3,i,9
CCOC(=O)/C(=C/Nc1ccccc1)[N+](=O)[O-],-1,-10,i,-2,i,i,i,i,nt,i,-5
CC(C)(C)OC(=O)NCCc1nnc(SCC(=O)Nc2cccc(Cl)c2)o1,6,-3,i,2,i,i,i,i,-4,i,9
CC1(O)c2ccccc2C(=O)N1CCc1ccccc1F (configuration not stated),5,-9,i,3,i,i,i,i,-2,i,8
CC(=O)N1CCN(C(=O)c2ccc(OC3CCN(CCc4ccccc4)CC3)cc2)CC1,9,-3,i,1,i,i,i,i,1,i,5

# Reprinted from the part before: five compounds, then new ones.
SMILES,DYRK1A inh,hERG protect,KCNK3 block,GSK3B inh,PolyA inhibitor,KCNQ1 inh,RGS4 act,KCNQ1 pot,GSK3 alpha inh,KCNK9 block,HDAC3 inh
Cc1ccc(NC(=O)CN2C(=O)S/C(=C\c3ccccn3)C2=O)cc1,1,-10,i,-1,i,i,i,i,-3,i,9
CCOC(=O)/C(=C/Nc1ccccc1)[N+](=O)[O-],-1,-10,i,-2,i,i,i,i,nt,i,-5
CC(C)(C)OC(=O)NCCc1nnc(SCC(=O)Nc2cccc(Cl)c2)o1,6,-3,i,2,i,i,i,i,-4,i,9
CC1(O)c2ccccc2C(=O)N1CCc1ccccc1F (configuration not stated),5,-9,i,3,i,i,i,i,-2,i,8
CC(=O)N1CCN(C(=O)c2ccc(OC3CCN(CCc4ccccc4)CC3)cc2)CC1,9,-3,i,1,i,i,i,i,1,i,5
COc1cc(/C=N/n2c(C)n[nH]c2=S)ccc1OCc1ccc(F)cc1,4,-11,i,-2,i,i,i,i,5,i,5
CCOC(=O)Cn1cc(/C=C(\C#N)C(=O)N2CCOCC2)c2ccccc21,nt,-15,i,-1,i,i,i,i,-1,i,3
NC(=O)COC(=O)c1ccc2noc(-c3ccccc3)c2c1,15,-4,i,0,i,i,i,i,12,i,3
Nc1nonc1-n1nnc(C(=O)N/N=C/c2ccc(F)cc2)c1-c1cccs1,-1,-3,i,-24,i,i,i,i,9,i,-2
COC(=O)[C@H](Cc1ccccc1)NC(=O)NCc1ccccc1OC,0,-11,i,nt,i,i,i,i,-3,i,-8
Cc1ccc(CSCc2ccc(C(=O)NC3CC3)o2)cc1,-4,-3,i,1,i,i,i,i,8,i,-8
CCNc1ccc(C(=O)OCC(=O)c2cc(C)n(Cc3ccc4c(c3)OCO4)c2C)cc1[N+](=O)[O-],4,-6,i,0,i,i,i,i,-1,i,4

# These rows are one share of the data. The share of hits here may be higher or lower than overall.
